High-throughput results as filed in PubChem BioAssay.
HIF activator: HIF pathway transcriptional activation; U2OS HRE-luciferase reporter, luminescence; normalized: DMSO 0%, desferrioxamine 100%; activation, % at 7.5 µM (by protocol); 300,000 tested, 0.32% active;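 active = mean activation of at least 10% of the iron chelator positive control signal, with at least half of replicates also reaching 10%; inconclusive = mean and replicate majority disagree about reaching 10%; inactive = mean and most replicates under 10%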
IEC-6 cytotox: counter-screen for KLF5 inhibitors: cytotoxicity in IEC-6 cells | IEC-6 cytotoxicity, luminescence viability | inhibition, % at 5 µM | 290,000 tested, 0.78% active | AID 1825; in the data active = inhibition above about 22%;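 also: 0% = plate median of test compound wells and 100% = cytotoxic reference compound wells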
Platelet DG rel: platelet dense granule release activity | AID 1663 | human platelet-rich plasma, SFLLRN dense granule ATP release, luminescence | 300,000 tested, 0.22% active | inhibition, %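 (compounds screened at 7.5 µM in platelet-rich plasma)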;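 active = mean replicate score, as percent of positive control, at or above 50; inconclusive = mean below 50 but at least one replicate at or above 50; inactive = mean and every replicate below 50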
HSF-1 act: increases HSF-1 driven luciferase reporter signal. NIH3T3-HGL HSF-1 luciferase reporter, MG132, 8 h; 100% = twice DMSO control signal. activation, % at 9 µM. 300,000 tested, 1.7% active. AID 504408;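 active = mean replicate activation of at least 50% with a set share of replicates each reaching 50%; inconclusive = only one of those two conditions met; inactive = mean below 50% and too few replicates reaching it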;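 also: 0% = median of the neutral control wells and 100% = twice that signal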
HSP90 refold inh: blocks HSP90-mediated luciferase refolding in reticulocyte lysate. inhibition, % at 5.6 µM. Rabbit reticulocyte lysate, luciferase refolding luminescence, 3 h. 290,000 tested, 0.91% active;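 active = inhibition above the screen-wide mean plus 3 SD, computed separately per campaign, cut at about 16% in these data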;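 also: 0% = DMSO wells and 100% = 60 µM geldanamycin wells; inhibitors lower the luminescence because luciferase stays unfolded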
AI-2 QS modul: modulators of Vibrio harveyi AI-2 quorum sensing system. Vibrio harveyi JMH597 AI-2 luminescence/OD600 ratio, 9 h; active compounds read low; strain lacks LuxN and CqsS sensors; 0 = neutral-control median. activity change, % at 7.5 µM. 300,000 tested, 0.4% active. AID 2094; in the data active = activity change below about -75%, passing the limit was not always enough; inconclusive = no clear call, values can overlap the other calls;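 also: luminescence divided by OD600 gain over 9 h not by final OD600 alone; inactives centre near 13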
SKKanGAS inh: SKKanGAS growth inhibition | AID 1662 | S. pyogenes SKKanGAS, kanamycin growth, BacTiter-Glo, 6 h | 300,000 tested, 1.3% active | inhibition, % at 7.5 µM;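 active = mean replicate score, as percent of positive control median, at least 50; inconclusive = mean below 50 but one replicate at or above 50; inactive = mean and every replicate below 50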;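 also: strain carries kanamycin resistance gene driven by streptokinase promoter and grows in 40 µg/ml kanamycin; loss of luminescence reflects streptokinase promoter inhibition or plain growth inhibition; 0% = median of DMSO wells and 100% = positive control at its reference dose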
aSyn UTR inh: MLPCN primary screen, SNCA 5' untranslated region. alpha-synuclein 5'UTR reporter, inhibitor activity. inhibition, % (tested at 7.5 µM). 300,000 tested, 0.82% active. AID 1813; in the data active = inhibition above about 60%; inconclusive = no clear call, values can overlap the other calls;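 also: H4 neuroglioblastoma cells stably carrying SNCA 5'UTR luciferase fusion; 0% = DMSO wells and 100% = positive control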
HSF1 inhib: HSF1 inhibition; NIH3T3-HGL HSE-luciferase, MG132-induced, luminescence 8 h; active compounds read low; activity change, negative = inhibition, % at 7.5 µM (by protocol); 300,000 tested, 0.77% active;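 active = more than half of replicate wells show activity change below -50%, luminescence cut by over half; inconclusive = some wells, but at most half, below -50%; inactive = no replicate well below -50%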;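 also: luciferase reports HSF-1 transcriptional activity via heat shock element; 0% = median of DMSO wells and -100% = zero luminescence signal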
KLF5 inh: kruppel-like factor 5 inhibition; DLD-1 KLF5 promoter-luciferase reporter, luminescence; 290,000 tested, 0.23% active; inhibition, % at 5 µM;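 active = inhibition above a per-plate limit of that plate's mean compound inhibition plus 3 SD, cut at about 60% in these data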;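 also: 0% = DMSO wells and 100% = LY294002 at 200 µM; higher means less KLF5 promoter-driven luciferase light; inactives centre near -14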
* marks the source's active call; other numbers are inactive results; u = inconclusive; x = no result given.

SMILES | HIF activator | IEC-6 cytotox | Platelet DG rel | HSF-1 act | HSP90 refold inh | AI-2 QS modul | SKKanGAS inh | aSyn UTR inh | HSF1 inhib | KLF5 inh
CCc1ccc(N2C(=O)CC(N3CCN(c4ccccn4)CC3)C2=O)cc1 (stereo not given) | -0.2 | -1 | -12 | 4 | 2 | 3 | 1 | 7 | -3 | -2
CCCCCCCCCCCC(=O)NC(Cc1ccc(OC)c([N+](=O)[O-])c1)C(=O)O (stereo not given) | -0.6 | -7 | -6 | 8 | -7 | 21 | 10 | -9 | -3 | -30
CCCCN(CC)CCCNC(=O)CN1C(=O)CSc2ccc(S(=O)(=O)N3CCOCC3)cc21 | -0.5 | -1 | -4 | 11 | -6 | 7 | 14 | 6 | -7 | -3
COCCNC(=O)c1cc(-c2ccc(OC)c(OC)c2)on1 | 1.0 | 8 | -2 | 22 | 0 | 39 | -1 | -6 | 1 | -30
CNC(=O)C(=O)Nc1cc2c3c(c1)CCN3C(=O)CC2 | -0.4 | 2 | 3 | 9 | -3 | 6 | -4 | 6 | 3 | 5
COCc1cc(C)n(CC(=O)Nc2ccc(Cl)cc2Cl)c(=O)c1C#N | -0.4 | 2 | 4 | -13 | 0 | 8 | 1 | 25 | -4 | 9
C/C(=C\C(=O)c1cccnc1)Nc1ccc(C)c(C)c1 | 1.6 | 3 | 28 | 17 | 3 | 15 | -11 | -89 | 13 | -48
CC12CN3CC(C)(CN(C1)C3c1ccc3c(c1)OCO3)C2=O (stereo not given) | -0.1 | 1 | 0 | 1 | 1 | 13 | 10 | -16 | -6 | -24
COc1ccc(C2=NN(S(C)(=O)=O)C(c3cccs3)C2)cc1OC (stereo not given) | 2.4 | -6 | 7 | -57 | -2 | 16 | -7 | -115 | -45 | -37
O=C(NCc1cccs1)c1ccccc1F | 0.1 | -6 | 2 | -5 | -3 | 18 | 2 | -24 | 6 | -14
Cc1cc(F)ccc1NCc1ccncc1 | -0.5 | -5 | 7 | -2 | -3 | 7 | 6 | -13 | -1 | -11
S=c1[nH]nc(CCc2ccccc2)n1-c1ccccc1 | -0.3 | -2 | -14 | 21 | 2 | -10 | 0 | 11 | 1 | -4
CC1CCN(C(=O)CSc2nnc(Cc3cccn3C)n2CCc2ccccc2)CC1 | 0.3 | -9 | 0 | 18 | -6 | 29 | -10 | -9 | -2 | -55
CCOc1ccc2nc(NC3=NC(C)(C)C=C(C)N3)nc(C)c2c1 | 0.1 | 1 | -1 | 23 | 0 | 28 | -3 | 18 | 0 | -5
CCOC(=O)N1CCN(S(=O)(=O)c2cn(C)c(=O)n(C)c2=O)CC1 | -0.1 | -3 | -9 | 12 | 0 | -3 | -10 | 8 | 5 | -23
COc1ccc(CCNC(=O)CNS(=O)(=O)c2cccs2)cc1OC | -0.1 | -3 | -6 | 12 | 2 | 9 | 1 | 22 | 3 | -2
O=C(OCc1ccccc1)c1cccnc1Cl | -0.4 | -5 | 0 | 1 | 2 | x | 3 | 19 | -4 | -4
CCC(NC(=O)c1ccccc1O)c1ccccc1 (stereo not given) | -0.5 | 9 | -6 | 30 | 0 | 28 | -2 | 1 | 28 | 6
Cc1cc(NC(=O)Nc2cccc(Cl)c2)n(C(C)(C)C)n1 | 0.6 | 3 | 1 | 29 | 3 | x | -4 | 10 | 23 | -1
NC(=O)C1CCN(C(c2ccccc2F)c2nnnn2Cc2ccco2)CC1 (stereo not given) | 1.6 | -4 | -1 | -9 | -4 | 3 | 4 | -11 | 1 | -25
COC(=O)c1ccc(-n2c(C)cc(C(=O)CSc3ccc(NC(C)=O)cc3)c2C)cc1 | -0.8 | -8 | 3 | -1 | 2 | 33 | 4 | 2 | 0 | -3
Cc1nn(C)cc1-c1n[nH]c(=S)n1-c1ccc(Cl)cc1 | 0.2 | -3 | -9 | -30 | 3 | 5 | -7 | 3 | -15 | 9
CCOC(=O)C1CCN(c2nc(C)nc3c2oc2ccccc23)CC1 | 0.6 | x | 23 | -14 | x | 14 | -2 | 10 | 0 | x
O=C1CC(c2cc(Br)ccc2F)c2cc3c(cc2N1)CCC3 (stereo not given) | -1.3 | -6 | -9 | -19 | -2 | 12 | -4 | 65* | -20 | 0
O=C1CSC(c2cccnc2)N1Cc1cccnc1 (stereo not given) | -0.3 | 0 | 0 | 27 | 0 | 11 | -1 | 15 | 8 | -35
CC(=O)N1CCC(C(=O)Nc2ccccc2)(N(Cc2ccccc2)C(=O)c2cccnc2)CC1 | -0.4 | 5 | 3 | -3 | 4 | 7 | -6 | 1 | -9 | -63
C=CCOC(=O)C1=C(C)NC(C)=C(C(=O)OCC=C)C1c1cccs1 | 0.4 | 6 | -2 | 9 | 4 | 7 | 3 | 12 | 6 | -5
O=C(Nc1ccc(OC(F)(F)F)cc1)c1ccc2c(c1)no[n+]2[O-] | -4.7 | x | -19 | u | x | 18 | -9 | -72 | 16 | x
COc1ccc(CCNC(=O)C(=O)NCC2OCCN2S(=O)(=O)c2ccccc2)cc1OC (stereo not given) | 0.0 | -1 | -5 | 3 | 2 | 13 | -11 | 10 | 8 | -15
CC1(C)CC(=O)C2=C(C1)NC(Nc1nc3ccccc3o1)=NC2c1ccccn1 (stereo not given) | 0.2 | 23* | -1 | 2 | -7 | 20 | 2 | -21 | -5 | -1
COc1ccc2c(c1)c(CC(=O)Nc1nnc(C3CC3)s1)c(C)n2C(=O)c1ccc(Cl)cc1 | 7.3 | 7 | 0 | -55 | 13 | 11 | 10 | 24 | -43 | -8
Cc1ccc(OCC(=O)N(Cc2ccco2)C2CCS(=O)(=O)C2)cc1 (stereo not given) | -0.1 | 0 | -11 | -6 | 0 | 14 | 0 | -15 | -4 | -12
COc1ccc(CNC(=O)C2CC(c3cc(C(F)(F)F)cc(C(F)(F)F)c3)=NO2)cc1 (stereo not given) | -0.6 | x | -2 | -2 | x | 19 | 1 | 4 | -5 | x
O=c1cc2c(nn1Cc1cccc([N+](=O)[O-])c1)-c1ccccc1CC2 | -0.2 | 8 | 1 | 16 | 2 | 6 | -2 | 11 | 12 | 5
O=C(/C=C/Nc1ccccc1)c1cnc(-c2ccccc2)s1 | x | -6 | x | x | 1 | 14 | -1 | x | x | -19
CC(C)CC1(C)NC(=O)N(CCN2C(=O)c3ccccc3C2=O)C1=O (stereo not given) | -0.3 | -4 | 15 | -5 | 0 | 13 | 3 | -1 | 0 | -22
CCOC(=O)c1sc(NC(=O)CSC(=S)N2CCOCC2)nc1C | -0.3 | 5 | -14 | 5 | 2 | 20 | 3 | 6 | -2 | -18
COc1cc(C(C[N+](=O)[O-])c2c(C)cc3ccccn23)ccc1O (stereo not given) | -0.9 | -2 | -11 | 42 | -2 | 12 | 5 | -2 | 12 | -11
CC(C)(O)P(=O)(O)CCc1ccccc1 | -0.7 | 0 | 21 | -4 | 2 | 15 | 21 | 16 | -2 | -1
CC(C)(C)c1ccccc1NC(=O)CN1C(=O)NC(Cc2ccccc2)C1=O (stereo not given) | -0.7 | x | -6 | 9 | x | -10 | -19 | -6 | -3 | x
CCn1cc(C(=O)NCc2ccc(OC)cc2)c(=O)c2ccc(C)nc21 | -2.0 | -1 | 0 | -13 | 1 | 7 | -2 | 1 | 1 | -11
COC(=O)CCC(=O)NNC(=O)c1cccc(Cl)c1 | -0.3 | 2 | 9 | -1 | -1 | 12 | x | 20 | 5 | 8
COc1ccc2cc(C3OCCO3)c(Cl)nc2c1 | 3.8 | 4 | 2 | 39 | 4 | 39 | -6 | -108 | 25 | -105
Fc1cccc(Cl)c1CNCc1cccnc1 | 0.1 | -1 | -6 | 4 | 3 | 2 | 7 | -8 | -2 | -48
CC(C)c1ccc(-c2nn(-c3ccccc3)cc2C2C(C#N)=C(N)OC3=C2C(=O)CC(C)(C)C3)cc1 (stereo not given) | 2.7 | 4 | -4 | 22 | 1 | 30 | -1 | -52 | 22 | -14
Cc1ccc(C(=O)NCCC(=O)Nc2ccccc2C)cc1 | -6.9 | -2 | -3 | 11 | -2 | 11 | -3 | 8 | -3 | -30
O=C(O)CCC(=O)NNC(=O)COc1cccc(Cl)c1 | -0.3 | 4 | -3 | 2 | 2 | 22 | -11 | -2 | -1 | -24
CC(C)(C)NC(=O)CN(C(=O)c1ccc(Cl)nc1)c1cccc2ccccc12 | -0.6 | 2 | -6 | 13 | 2 | 32 | -18 | -10 | -3 | -12
CCN1CCN(C(=O)N(CC(=O)Nc2ccc(C(N)=O)cc2)S(=O)(=O)c2ccc(C)cc2)CC1 | 4.2 | x | 0 | 44 | x | 25 | 7 | 12 | 6 | x
COc1ccc(Br)c(C(=O)NC(C)(C)CO)c1 | -0.1 | -5 | -10 | -2 | 4 | 9 | -4 | 0 | 1 | -3
CCN(Cc1cc2cc(OC)ccc2[nH]c1=O)C(=O)c1ccncc1 | 0.2 | -5 | 3 | -1 | 4 | -4 | 2 | 3 | 2 | -46
Cc1ccc2nc(C)cc(N3CCOCC3)c2c1 | -0.1 | 3 | -4 | -4 | 7 | 23 | -7 | 5 | -10 | -1
CCN(c1ccccc1)S(=O)(=O)c1ccc(Cl)c(NC(=O)COC(=O)c2ccc(O)cc2)c1 | -0.4 | 6 | -2 | 3 | 6 | 16 | 8 | 14 | -5 | 4
Cn1c(=O)c2c(nc(CN3CCC(C(N)=O)CC3)n2CCc2ccccc2)n(C)c1=O | -1.0 | 2 | 0 | 27 | -1 | 1 | -3 | 0 | -1 | -13
Cc1ccc(NC(=O)Cn2c(=O)n(CCCCC(=O)NCc3ccco3)c(=O)c3ccccc32)cc1 | -0.3 | 0 | 12 | -4 | 3 | 23 | -4 | -6 | -3 | -43
CCc1ccc(S(=O)(=O)N2CCN(C(=O)C3CCN(C(C)=O)CC3)CC2)cc1 | 0.2 | 13 | -12 | -14 | 0 | 5 | 4 | 4 | -5 | -13
CC(C)C(=O)Nc1nnc(CSCc2ccccc2F)s1 | 0.6 | 6 | -3 | 10 | 4 | 2 | -3 | -4 | 8 | 8
COc1ccccc1-c1ccc(SCc2ccccc2)nn1 | 3.0 | 3 | 6 | u | 2 | -19 | 9 | -140 | 13 | -23
N#Cc1cnn2c(-c3ccccc3)ccnc12 | -0.3 | -7 | -3 | -7 | -1 | 39 | -6 | -6 | -8 | -17
CC(=O)C(C(C)=O)C(c1ccccc1)c1nc2ccccc2[nH]c1=O (stereo not given) | -2.6 | 2 | -2 | -5 | 2 | 13 | -1 | -13 | 5 | -16
N/C(CC(=O)Nc1ccc(F)cc1)=N\O | -0.1 | -6 | 10 | -59 | 0 | 23 | 0 | -10 | u | -5
CCn1c(COc2ccccc2C)nnc1SCC(=O)O | -0.1 | -1 | 2 | 8 | 0 | 6 | 7 | -4 | 2 | -45
